# Lipid storage S3 – qHTS Assay for Lipid Storage Modulators in Drosophila S3 Cells. Drosophila S3 cells, BODIPY lipid droplet fluorescence, 18-24 h; cells fed with added oleic acid. lipid storage change, negative = inhibition, % at the top dose, mostly 46.1 µM; hits show Potency in µM. 320,000 tested, 0.64% active; active = well fitted inhibition curve with a large enough effect in the signal ratio, with a control signal flat, not every such curve was filed as active; inconclusive = small, poorly fitted or top-dose-only effect, or effect the other way, or a change in a side signal; the % refers to the signal ratio
#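 Drosophila S3 cells got compounds at several concentrations plus oleic acid (400 uM solution). Laser-scanning cytometry with 488 nm excitation read lipid droplets at 500-530 nm and cells at 575-640 nm. Percent activity was relative to 20 uM Triacsin C.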
# Lipid storage S3 cell count max – further read-out of Lipid storage S3, marked with its call; cell number change, %; measured here: cell count max response;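 cells counted by Cell Tracker Red CMTPX staining in the red channel; peak over a dose series mostly up to 46.1 µM; percent activity relative to internal control wells on each plate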
# * marks the source's active call; other numbers are inactive results; i = inactive; ? = inconclusive; / = not tested or not shown. % is scaled to controls: 0 for no effect and ±100 for the full control effect; potency is read from the fitted curve at half-maximal effect.
SMILES,Lipid storage S3,Lipid storage S3 cell count max
COc1ccc(N2C(=O)c3ccccc3NC23CCCCC3)cc1,7%,-10
C/C(=N\NC(=O)Cc1ccccc1)c1ccc(Br)s1,?,/
CCn1c(CN2CCCCC2)nc2cc(S(=O)(=O)N3CCCCC3)ccc21,18%,0
Cc1ccc(C)c(N2C(=O)c3cc(N4CCOCC4)c([N+](=O)[O-])cc3C2=O)c1,?,/
CCOC(=O)c1ccc(NC(=S)N2CCSC2c2ccc(Cl)cc2)cc1 (stereo unspecified),?,/
CC1Oc2ccccc2N(CC(=O)NCc2cccs2)C1=O (stereo unspecified),6%,6
CCOC(=O)c1ccc(N2CCOCC2)c(NC(=O)COCC(=O)O)c1,5%,-1
CCc1cc2c(=O)c(-c3cscn3)coc2cc1O,?,/
Cn1ccnc1SCc1cn2cc(Br)ccc2n1,?,/
CC1CCCC(C)N1C(=O)COC(=O)c1ccc2c(c1)OCO2 (stereo unspecified),15%,8
COc1cccc(C2=CC(c3ccc(OC)c(OC)c3)NC(=S)N2)c1 (stereo unspecified),3%,4
O=C(CCCn1c(SCc2ccccc2F)nc2ccccc2c1=O)NCC1CCCO1 (stereo unspecified),-6%,-11
Cc1nonc1C1CCCN1Cc1cn[nH]c1-c1ccc(-c2ccccc2)cc1 (stereo unspecified),-3%,0
COc1ccc(NC(=S)N2CCN(C(=O)c3ccco3)CC2)cc1OC,-9%,9
CCOC(=O)C(=O)Nc1cc(C)nn1-c1nc2ccccc2[nH]1,4%,-5
CCC(=O)c1ccc(OCC(=O)OCC(=O)NC2CCCCCCC2)cc1,1%,-14
COc1cc(/C(C)=C/c2ccccc2)c2c(c1)oc1ccccc12,?,/
CCOC(=O)c1nnc(-c2ccccc2)nc1Oc1ccc(Cl)cc1,?,/
COC(=O)/C=C1\NCCSC1=O,?,/
CCC(Oc1nc2ccccc2nc1-c1ccccc1NC(C)=O)C(=O)c1ccccc1 (stereo unspecified),-6%,-7
CCN(CCCNC(=O)CNC(=O)c1nn(-c2ccc(OC)cc2OC)c(=O)c2ccccc12)c1cccc(C)c1,?,/
O=C(Nc1nc2c(s1)CCCC2)Oc1ccccc1,i,-5
O=C(CC(Cc1ccccc1)C(=O)O)Nc1ccc(Cl)c(Cl)c1 (stereo unspecified),-28%,-11
O=[N+]([O-])c1ccc(N2CCN(c3ccccc3F)CC2)c(S(=O)(=O)N2CCOCC2)c1,-1%,-8
CN1CCN(C(=O)C2CCC(C)(C(=O)O)C2(C)C)CC1 (stereo unspecified),-11%,4
Cc1cccc(/C=N/NC(=O)c2ccc(NC(=O)c3cccc(Cl)c3)cc2)n1,?,/
Cc1ccccc1NC(=O)c1nn(C)c(C(=O)Nc2ccccc2C)c1[N+](=O)[O-],24%,9
N#C/C(=C\c1cccc([N+](=O)[O-])c1)C(=O)NCC1CCCO1 (stereo unspecified),?,/
C=CCn1c(SCC(=O)Nc2ccc(F)cc2)nnc1-c1cnccn1,10%,/
COc1ccc(/C=N/Nc2ncnc3c2[nH]c2ccc(C)cc23)c(OC)c1OC,?,/
CN(C)S(=O)(=O)c1cc(NC(=O)Cn2ccsc2=N)ccc1Cl,?,/
O=c1[nH]n2c(=O)c3c([nH]c2c1N=Nc1cccc(Cl)c1)CCCC3,-16%,-13
O=C(Nc1nccs1)c1ccc2nccnc2c1,?,/
O=C(CN1C(=O)NC2(CCOc3ccccc32)C1=O)Nc1ccc(Br)cc1F (stereo unspecified),?,/
COc1ccc(Cn2cccc(NC(=O)Nc3ccc(F)cc3)c2=O)cc1,8%,1
O=C(C1CC1)N1CCc2[nH]c3ccccc3c2C1,13%,-1
COc1ccc(NC(=O)c2ccc(NC(=O)C(C)C)cc2)c([N+](=O)[O-])c1,?,/
O=C(NC1CCSc2ccccc21)c1ccccc1Cl (stereo unspecified),-10%,3
CCC1CCCCN1S(=O)(=O)c1ccc(NC(=O)C2CCCO2)cc1 (stereo unspecified),-8%,8
Cc1cc(C)cc(COc2ccc3c(C)c(CC(=O)O)c(=O)oc3c2C)c1,5%,6
O=C1CCCC(O)=C1C=Nc1ccc(O)cc1,10%,1
CCCOc1ccc(/C=C2\SC(N)=NC2=O)cc1OC,9%,8
O=S(=O)(NC12CC3CC(CC(C3)C1)C2)c1ccc(F)cc1,?,/
COc1ccccc1OCCn1c(=O)oc2ccc(C)cc21,?,/
CN(Cc1cccc(F)c1)C(=O)CNS(=O)(=O)c1ccc2ccccc2c1,?,/
CN(Cc1ccccc1)c1ccc(N2C(=O)CCCC2=O)cc1[N+](=O)[O-],?,/
COc1ccc(-c2nc(N)ncc2-c2csc(C)n2)c(O)c1OC,-5%,15
CCN1CCN(c2ccc(N=Cc3ccc(O)cc3O)cc2)CC1,?,/
O=C(Nc1ccc(F)cc1)c1ccc(CN2CCc3ccccc3C2)cc1,5.2µM*,-4.5*
CCc1ccc2[nH]c3nc(C)cc(C)c3c(=O)c2c1,?,/
Cc1ccnc(SCCn2c(N3CCN(C)CC3)nc3c2c(=O)n(C)c(=O)n3C)n1,?,/
COCCNC(=O)C(c1ccc(C)cc1)N(Cc1ccco1)C(=O)CCC(=O)Nc1ccccn1 (stereo unspecified),?,/
Cc1ccc(S(=O)(=O)NCc2cc(=O)n(C)c(=O)n2C)cc1C,i,-21
COc1ccc(Cl)c2sc(N(CCN(C)C)C(=O)CCS(=O)(=O)c3ccc(C)cc3)nc12,14%,10
O=C(O)C1C2C=CC(O2)C1C(=O)Nc1ccc(S(=O)(=O)Nc2ccccc2)cc1 (stereo unspecified),?,/
O=C1c2ccccc2NC2CCCCCN12 (stereo unspecified),8%,13
O=C(NCCCN1CCCC1=O)Nc1ccc(Cl)cc1Cl,?,/
O=C(CCCCl)NC1=NN(c2ccccc2)C(=O)C1,?,/
CCOc1ccc(NC(=O)NCc2cccn2C)cc1,8%,16
C=CCn1c(=O)c2ccccc2n2nnc(C(=O)OCC)c12,-5%,10
# The results go on:
SMILES,Lipid storage S3,Lipid storage S3 cell count max
CC1CSc2ccccc2NC1=S (stereo unspecified),4%,-3
COc1ccccc1N1CCN(CC(=O)Nc2nc(C)c(C(=O)N(C)C)s2)CC1,12%,21
CCCN1CCN(C(=O)CCCNC(=O)c2ccc(Cl)cc2)CC1,?,/
O=C(Nc1ccc(F)cc1)Nc1ccc(Oc2ncnc3cc(Cl)ccc23)nc1,-11%,28
O=C(CN1CCCCC1)Nc1ccc(F)c(Cl)c1,?,/
COc1ccccc1NC(=O)c1cccc(S(=O)(=O)N2CCOCC2)c1,?,/
COc1ccc(CNC(=O)CN(c2cccc(OC)c2)S(C)(=O)=O)cc1,6%,7
CSc1ccccc1OCc1cc(C(=O)NCCCn2nc(C)cc2C)no1,?,/
CC1CC(C)CN(CCCNC(=O)CN2C(=O)c3cccnc3Oc3ccc(Cl)cc32)C1 (stereo unspecified),?,/
Cc1ccc(CNC(=O)C(=O)NCC2OCCCN2S(=O)(=O)c2ccc(F)cc2)cc1 (stereo unspecified),5%,1
COc1cc(OC)c(OC)cc1/C=N/NC(=O)c1cccc(S(=O)(=O)N2CCOCC2)c1,-1%,-16
O=C(O)c1ccc(NS(=O)(=O)/C=C/c2ccccc2)cc1,?,/
Cc1coc(C)c1C(=O)CC1(O)C(=O)N(Cc2ccccc2)c2ccccc21 (stereo unspecified),?,/
CC(C)(C)C(=O)Nc1nc(NC(=O)C(C)(C)C)nc(-c2ccccc2Cl)n1,-9%,-1
Cc1nnc(NC(=O)C(C)Oc2ccc3c(C)cc(=O)oc3c2)s1 (stereo unspecified),19%,3
CN(C)c1nc(OCCNC(=O)Nc2ccccc2)nc(N2CCOCC2)n1,?,/
COc1ccc(-c2nsc(SCC(=O)NCC3CCCO3)n2)cc1 (stereo unspecified),7%,16
Cc1ccc(-n2ncc3c2CCCC3NC(=O)c2csnn2)cc1C (stereo unspecified),?,/
O=C(NN1C(=O)/C(=C/c2ccc(O)c(O)c2)SC1=S)c1ccccc1,-24%,/
O=C(c1ccc(Cl)cc1)N1CCN(c2ncccn2)CC1,6%,12
CC1CCN(CCCCOc2ccccc2F)CC1,0%,12
CCCN(C(=O)c1ccco1)c1nnc(-c2cccc(C)c2)s1,14%,0
CCCS(=O)(=O)N1CCC(C(=O)N2CCCC2)CC1,i,5
Cc1cccc(N2CCN(C(=O)c3cccc(N4CCCC4=O)c3)C(C)C2)c1 (stereo unspecified),0%,/
COc1ccc(N2C(=O)c3ccc(C(=O)Nc4cc(OC)ccc4OC)cc3C2=O)cc1,?,/
CN(C1=NC(=O)C(CC(=O)O)S1)c1ccc(O)cc1 (stereo unspecified),?,/
CN(NC1OC(=O)c2ccccc21)c1ccc(Cl)cc1[N+](=O)[O-] (stereo unspecified),2%,14
CCCC(=O)Nc1ccc(NC(=O)Cc2ccccc2)cn1,?,/
Cc1ccc(C(=O)N/C(=C\c2ccco2)C(=O)NCCN2CCOCC2)cc1C,?,/
Fc1cccc(NCc2ccoc2)c1,?,/
CCOc1ccc(C(=O)N(CC)CC(=O)Nc2ccc3c(c2)OCCO3)cc1,-6%,/
COCC(=O)Nc1ccc(OC)c(Cl)c1,?,/
COc1ccc(S(=O)(=O)CCC(=O)Nc2ccc(OC)cc2OC)cc1,-2%,-9
COc1ccc(C)cc1NC(=O)c1cc2c(s1)CCC2,?,/
O=C(COC(=O)Cc1ccc2c(c1)OCCO2)Nc1ccc(S(=O)(=O)N2CCCC2)cc1,13%,-2
O=[N+]([O-])c1c(Nc2ccccc2O)cc(Cl)c2nonc12,?,/
CSc1ncccc1C(=O)OCC(=O)c1cccs1,-16%,-2
CCn1cnc2c1c(=O)n(Cc1cccc(Br)c1)c(=O)n2Cc1ccccc1,?,/
Cc1cc(Cl)ccc1NC(=S)N(CCCN1CCOCC1)Cc1cccs1,-7%,-14
CCC1(CC)NC(=O)N(CC(=O)NCc2ccc3c(c2)OCO3)C1=O,?,/

# 16 entries out of the list, arranged by formula weight, falling.
SMILES,Lipid storage S3,Lipid storage S3 cell count max
O=C(COC(=O)Cc1ccc2c(c1)OCCO2)Nc1ccc(S(=O)(=O)N2CCCC2)cc1,13%,-2
COc1ccc(N2C(=O)c3ccc(C(=O)Nc4cc(OC)ccc4OC)cc3C2=O)cc1,?,/
Cc1cc(Cl)ccc1NC(=S)N(CCCN1CCOCC1)Cc1cccs1,-7%,-14
Cc1ccc(C(=O)N/C(=C\c2ccco2)C(=O)NCCN2CCOCC2)cc1C,?,/
CCOc1ccc(C(=O)N(CC)CC(=O)Nc2ccc3c(c2)OCCO3)cc1,-6%,/
COc1ccc(S(=O)(=O)CCC(=O)Nc2ccc(OC)cc2OC)cc1,-2%,-9
Cc1cccc(N2CCN(C(=O)c3cccc(N4CCCC4=O)c3)C(C)C2)c1 (stereo unspecified),0%,/
CCC1(CC)NC(=O)N(CC(=O)NCc2ccc3c(c2)OCO3)C1=O,?,/
CN(NC1OC(=O)c2ccccc21)c1ccc(Cl)cc1[N+](=O)[O-] (stereo unspecified),2%,14
CCCN(C(=O)c1ccco1)c1nnc(-c2cccc(C)c2)s1,14%,0
CSc1ncccc1C(=O)OCC(=O)c1cccs1,-16%,-2
CCCS(=O)(=O)N1CCC(C(=O)N2CCCC2)CC1,i,5
COc1ccc(C)cc1NC(=O)c1cc2c(s1)CCC2,?,/
CC1CCN(CCCCOc2ccccc2F)CC1,0%,12
COCC(=O)Nc1ccc(OC)c(Cl)c1,?,/
Fc1cccc(NCc2ccoc2)c1,?,/

# The listing continues.
SMILES,Lipid storage S3,Lipid storage S3 cell count max
Cc1cc(C)c(S(=O)(=O)c2cccc(Cl)c2)c(=O)[nH]1,?,/
CCOC(=O)c1c(C)[nH]c(C)c1C(=O)COC(=O)[C@@H]1CCCN1S(=O)(=O)c1ccc(Cl)cc1,?,/
CCN(CC(=O)Nc1c(F)cccc1F)C(=O)CCNS(=O)(=O)c1ccccc1C(F)(F)F,?,/
CN1CCc2c(c3ccccc3n2Cc2ccccc2)C1,?,/
Cc1ccnc(NC(=O)Cc2ccc([N+](=O)[O-])cc2)c1,1%,-6
CC[n+]1c(C)cc2c(sc3ccccc32)c1C,?,/
CCOC(=O)N1CCN(CCC(=O)Nc2cc(OC)cc(OC)c2)CC1,7%,17
COc1cc(C(=O)NCCNC(=O)c2cc(OC)c(C)c(OC)c2)cc(OC)c1C,?,/
CN(C)c1ccc(P(=O)(OC2CCCCC2)C(O)c2ccncc2)cc1 (stereo unspecified),-5%,9
CC(=O)c1c(C)[nH]c(C(=O)OCC(=O)Nc2c(C)n(C)n(-c3ccccc3)c2=O)c1C,?,/
Cc1cccc(Cl)c1NC(=S)NCCc1ccccn1,2%,15
C/C(N)=C(/C#N)C(=O)COC(=O)Cc1coc2ccc3ccccc3c12,?,/
CCOP(=O)(OCC)C(NC(C)=O)C(=O)c1ccccc1 (stereo unspecified),?,/
COc1ccc(-c2cn[nH]c2-c2ccc(OCC(=O)NN)cc2O)cc1OC,5%,13
COc1ccc(N2CCN(C(=O)CCNC(=O)c3ccc(C(C)(C)C)cc3)CC2)cc1,?,/
O=C(Nc1ccc(F)cc1F)Nc1csc2ccccc12,?,/
CCCCOc1cccc(/C=C(\C#N)C(=O)NC2CC2)c1,i,5
Cc1ccc(CCNC(=O)CS(=O)Cc2nc(-c3cccs3)oc2C)cc1 (stereo unspecified),?,/

# Source: PubChem BioAssay

# A portion of the library (hit frequency here may not be typical).
